BioA inh: inhibitors of Mycobacterium tuberculosis BioA enzyme; inhibition, % at 9.99 µM; hit rate 0.096% among 360,000; purified M. tuberculosis BioA enzyme, plate reader; in the data active means inhibition above about 40%; inconclusive means no clear call, values can overlap the other calls
GDH-TPI inh: inhibits GDH-TPI coupling enzymes, artifact for Mtb FBA screen; GDH-TPI coupled enzyme counterscreen, NADH absorbance; inhibition, % at 4.8 µM; hit rate 1.2% among 360,000;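 further: 0% = DMSO wells and 100% = wells lacking the enzyme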
UGM FP inh: Mtb UDP-galactopyranose mutase inhibition. AID 504406. hit rate 0.06% among 320,000. purified UGM, fluorescence polarization probe displacement. P9WIQ1. inhibition, % at 10 µM; in the data active means inhibition above about 10%, passing the limit was not always enough; inconclusive means no clear call, values can overlap the other calls
MazEF act: increases E. coli MazEF RNase cleavage of RNA; FAM/BHQ RNA-DNA oligo cleavage fluorescence, 5 h; activation, % at 20 µM; hit rate 0.32% among 350,000; AID 504720; in the data active means activation above about 50%
Target sequence (P0AE70 whole entry, looked up): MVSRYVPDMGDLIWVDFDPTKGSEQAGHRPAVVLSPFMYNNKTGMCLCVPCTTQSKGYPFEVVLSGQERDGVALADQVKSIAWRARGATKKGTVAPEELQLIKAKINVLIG
DUSP3 inh: blocks human VHR1 dual specificity phosphatase | inhibition, % at 13.3 µM | recombinant VHR phosphatase, pNPP absorbance | AID 1654 | hit rate 0.52% among 290,000; in the data active means inhibition above about 50%; further: some compounds called inactive have numbers as strong as hits
Target sequence (P51452 whole entry, looked up): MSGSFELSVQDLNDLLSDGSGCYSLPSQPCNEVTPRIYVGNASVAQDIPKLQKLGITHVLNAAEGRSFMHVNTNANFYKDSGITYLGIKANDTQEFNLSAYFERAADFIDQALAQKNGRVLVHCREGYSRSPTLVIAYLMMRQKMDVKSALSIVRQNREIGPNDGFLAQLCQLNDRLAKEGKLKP
FBA Mtb inh: inhibitors of M. tuberculosis fructose-bisphosphate aldolase. purified M. tuberculosis FBA, fluorescence read-out. inhibition, % at 1 µM. hit rate 2.3% among 360,000. AID 588726; in the data active means inhibition above about 27%;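 further: 0% = vehicle and 100% = reference inhibitor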
Rv3671c inh: inhibitors of M. tuberculosis serine protease Rv3671c; P9WHR9; inhibition, % at 5.96 µM; hit rate 0.048% among 320,000; AID 2606; in the data active means inhibition above about 38%;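 further: extracellular domain of Rv3671c used as enzyme; 0% = enzyme with DMSO and 100% = no enzyme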
Target sequence (P9WHR9 whole entry, looked up, the tested form may be a part): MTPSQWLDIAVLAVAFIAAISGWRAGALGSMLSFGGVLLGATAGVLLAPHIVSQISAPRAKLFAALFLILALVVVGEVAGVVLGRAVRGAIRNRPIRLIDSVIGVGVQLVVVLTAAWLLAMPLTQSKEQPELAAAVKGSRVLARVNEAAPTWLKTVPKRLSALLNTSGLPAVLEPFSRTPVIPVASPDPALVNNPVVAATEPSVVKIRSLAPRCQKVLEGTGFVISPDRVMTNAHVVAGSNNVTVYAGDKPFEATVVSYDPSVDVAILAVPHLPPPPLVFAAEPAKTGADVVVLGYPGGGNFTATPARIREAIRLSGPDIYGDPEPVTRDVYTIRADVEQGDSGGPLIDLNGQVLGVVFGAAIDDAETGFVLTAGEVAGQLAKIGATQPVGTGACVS
BoNT-F LC inh: blocks Botulinum neurotoxin F light chain protease. Multiplex microsphere protease cleavage assay, flow cytometry. inhibition, % at 10 µM. hit rate 0.22% among 360,000. AID 588497; in the data active means inhibition above about 35%, passing the limit was not always enough; inconclusive means no clear call, values can overlap the other calls; further: plate controls were buffer without enzyme for full effect and enzyme alone for no effect
FadD28 FP inh: blocks FadD28 binding to the bisubstrate probe; fluorescence polarization; inhibition, % at 12.5 µM; hit rate 0.22% among 360,000; in the data active means inhibition above about 8.5%, passing the limit was not always enough; inconclusive means no clear call, values can overlap the other calls
CCHF vOTU inh: CCHFV vOTU protease inhibition. hit rate 0.55% among 370,000. inhibition, % at 11.5 µM. AID 651958. Pep-AMC fluorescence; further: 0% = vehicle wells with enzyme and 100% = no enzyme wells
Active calls of the source: *; ? = inconclusive; . = no result given. Unless noted, no stated cut-off is given here; in the data, active means inhibition above about 30%; inactive means the rest.

SMILES	BioA inh	GDH-TPI inh	UGM FP inh	MazEF act	DUSP3 inh	FBA Mtb inh	Rv3671c inh	BoNT-F LC inh	FadD28 FP inh	CCHF vOTU inh
Nc1nnc(SCC(=O)OCC(=O)c2ccccc2)s1	.	-9	0.7	-4	26	-4	5	-2	-5.4	1
N#Cc1ccc(-c2nc3c4ccccc4ccn3c2Cc2cccc(Cl)c2)cc1	2.1	.	.	.	.	19	.	-7	-1.6	-10
CCOC(=O)c1csc(NC(=O)CSc2nnnn2-c2ccc(OCC)cc2)n1	-1.5	14	.	-40	22	0	.	-4	1.2	-1
COCc1cc(C)nc(SCC(=O)Nc2cccc(C)c2)c1C#N	-0.9	5	-1.8	0	-13	-1	2	-33	0.0	-1
Cn1nc(C(=O)OCC(=O)c2ccc(Cl)cc2)c2ccccc2c1=O	-0.3	8	-0.2	15	.	-1	-3	3	-2.3	-1
C#CCN(C[C@H]1[C@H](OC(=O)Nc2c(C)noc2C)[C@H](OC(=O)Nc2c(C)noc2C)C[C@H]2C(=O)N(c3ccccc3)C(=O)[C@@H]12)S(=O)(=O)c1ccc(C)cc1	-4.4	-3	.	-16	.	-2	.	5	-2.2	18
COc1cccc(C(C)(O)c2nc(-c3cccc(C#N)c3)cs2)c1 (stereo not given)	1.9	13	.	.	.	6	.	-1	-1.9	0
O=C(COC(=O)c1ccc[nH]c1=O)NCC1CCCO1 (stereo not given)	-0.6	10	-2.1	9	0	1	12	0	-4.0	7
CCCCCN(C(=O)NC(=O)Nc1ccccc1C)S(C)(=O)=O	-0.5	4	-2.1	-3	2	0	-8	-2	1.1	7
C[C@@H](C(=O)Nc1ccc2ccccc2c1)[C@H]1C[C@]1(C)[C@H](NC(=O)c1cccnc1)c1ccccc1	.	.	0.1	3	9	.	-21	.	.	-1
CCC(C(=O)NCCCN1CCN(C)CC1)n1nc(C)n2c(cc3occc32)c1=O (stereo not given)	-1.1	11	-1.4	2	62	1	4	2	0.6	-9
CC(C)Oc1ccc(N2CC(C(=O)Nc3ccccn3)CC2=O)cc1 (stereo not given)	.	6	0.9	-2	11	2	1	-2	-1.5	-4
Clc1ccc(-c2nnc3sc(-c4ccc(Br)o4)nn23)c(Cl)c1	-1.9	4	0.9	-63	12	-3	-15	-1	0.2	7
C=CCNC(=O)c1ccc(OC)cc1	-0.3	-1	0.2	-2	10	1	.	?	-2.6	-9
Clc1ccc(C2[C@H]3CN(Cc4cccnc4)[C@H](c4ccccc4)C34CC2(c2cccnc2)C4)cn1 (stereo not given in full)	6.1	5	1.9	-6	19	4	5	-6	-5.2	20
CCOC(=O)N1CCN(c2c(NCCN3CCN(Cc4ccccc4)CC3)c(=O)c2=O)CC1	-0.2	8	4.4	6	25	1	9	-6	0.9	5
Cn1ncc2cc(NC(=S)NC(=O)c3ccccc3)ccc21	1.6	22	0.6	5	37	0	-14	-7	-3.0	5
CCCCNC(=O)CCCCn1c(=S)[nH]c2c([nH]c3ccc(OC)cc32)c1=O	.	2	0.3	2	2	0	-6	3	-1.3	8
CC(=O)N1CCN(S(=O)(=O)c2cccc(C(=O)Nc3nc4ccccc4[nH]3)c2)CC1	-2.5	19	3.4	11	2	1	1	30	-2.0	8
Nc1ccn([C@@H]2O[C@H](C(=O)NCc3ccc4c(c3)OCO4)[C@@H](O)[C@H]2O)c(=O)n1	-6.7	.	.	.	.	-1	.	-12	-1.9	7
COc1ccc([C@H]2C[C@@H](n3cc(C4CC4)nn3)[C@H](O)CN2C(=O)C2CCCCC2)cc1	.	-8	.	2	.	-1	.	0	-2.9	5
CCOC(=O)CN1C(=O)C2Cc3ccccc3CN2C1=S (stereo not given)	-0.4	-2	0.8	2	-1	5	-6	5	1.2	0
CCCNC(=O)N1c2ccccc2Sc2ccccc21	.	0	2.2	3	-4	-4	-3	?	-3.1	-8
O=c1oc(-c2ccccc2Cl)nc2ccsc12	2.3	3	0.1	8	115	5	9	-27	-3.2	9
CCOC(=O)CC(C#N)c1cn(C)c2ccccc12 (stereo not given)	1.2	-4	1.8	6	4	1	4	-11	-2.8	-16
Cc1ccc(C)c(N2CCN(C(=O)C34CC5CC(C3)CC(n3nnc(C)n3)(C5)C4)CC2)c1	.	4	0.5	1	17	3	1	-5	-2.0	5
O=C(Cc1ccccc1)N1CCN=C1SCc1ccc([N+](=O)[O-])cc1	0.2	2	-0.4	4	14	-1	1	4	-0.6	3
CCn1c(/C=C/c2ccc(O)c(O)c2)nc2ccccc2c1=O	0.9	19	-1.3	121*	8	-7	.	-16	-0.6	5
CCN(CC)CCCN1CC(O)=C(c2nc3ccccc3s2)C1=N	.	10	1.4	-2	-10	1	0	-2	-0.2	15
CCc1nc2c(sc3nc4c(cc32)COC(C)(C)C4)c(=O)n1Cc1ccco1	2.0	13	-1.2	17	-2	5	-5	?	-3.9	11

2 records picked at random from those above, as already listed:
SMILES	BioA inh	GDH-TPI inh	UGM FP inh	MazEF act	DUSP3 inh	FBA Mtb inh	Rv3671c inh	BoNT-F LC inh	FadD28 FP inh	CCHF vOTU inh
COc1ccc([C@H]2C[C@@H](n3cc(C4CC4)nn3)[C@H](O)CN2C(=O)C2CCCCC2)cc1	.	-8	.	2	.	-1	.	0	-2.9	5
O=c1oc(-c2ccccc2Cl)nc2ccsc12	2.3	3	0.1	8	115	5	9	-27	-3.2	9

Going on with the list.
SMILES	BioA inh	GDH-TPI inh	UGM FP inh	MazEF act	DUSP3 inh	FBA Mtb inh	Rv3671c inh	BoNT-F LC inh	FadD28 FP inh	CCHF vOTU inh
COCCn1c(SCC(=O)c2[nH]c(C)c(C(C)=O)c2C)nc2ccccc2c1=O	0.5	11	0.9	2	15	1	1	2	-0.5	-1
CCOC(=O)C1(Cc2ccccc2C)CCCN(C(=O)CCc2c(C)noc2C)C1 (stereo not given)	0.4	-9	2.7	10	25	2	9	-7	-1.9	1
N#CCC(=O)Nc1ccc(C(=O)NNC(=S)NC2CCCCC2)cc1	0.7	6	-0.4	-6	.	1	-5	2	-0.4	3
Cc1ccc(N2C3=C(C(=O)CC(C)(C)C3)C(c3cn(C)nc3C)C3=C2CC(C)(C)CC3=O)cc1	0.2	25	3.8	4	.	3	6	-14	1.9	-17
Cc1ccc(/C=C/C(=O)OCC(=O)N(C)c2c(N)n(Cc3ccccc3)c(=O)[nH]c2=O)o1	-0.8	38*	.	1	.	-7	.	-4	-3.0	14
COc1ccc(OCC(=O)N/N=C(\CCC(=O)O)c2cccs2)cc1	0.2	8	-2.7	-3	1	5	-2	1	-0.3	-11
CCOC(=O)c1c(C)[nH]c(C)c1C(=O)COC(=O)c1ccc([N+](=O)[O-])s1	1.9	4	1.1	5	.	-3	-2	-3	-2.3	19
COc1ccc(CNc2ccc3c(c2)nc(C)n3C)cc1	-0.6	17	0.8	-7	11	4	-7	-6	0.9	9
COc1ccccc1N(C)S(=O)(=O)c1ccc(C(=O)NCc2ccc3c(c2)OCO3)cc1	.	-1	0.1	0	-2	-3	-14	0	2.0	3
N#C/C(=C\C=C\c1ccccc1)c1nc(-c2ccc3c(c2)OCO3)cs1	.	14	20*	-60	10	2	1	10	-1.0	-9
CC[C@]12c3[nH]c4cc(-c5ccco5)ccc4c3CCN1C(=O)[C@@H](CC(=O)NC/C=C(\C)CCC=C(C)C)C[C@@H]2C(=O)N1CCN(C(=O)c2ccco2)CC1	-1.7	0	.	5	.	7	.	3	-2.4	.
O=C(N/N=C\c1ccc(Cl)s1)c1cccs1	-0.5	33*	1.2	3	2	-2	-2	-2	-1.5	19
O=C(O)CCCC(=O)Nc1ccccc1Oc1ccccc1	.	-3	1.9	2	18	1	-7	3	-2.2	-4
CCN1CCc2c(sc(NC(=O)c3ccc(S(=O)(=O)N4CC(C)OC(C)C4)cc3)c2C(N)=O)C1 (stereo not given)	-10.0	13	-1.2	-19	-22	3	1	6	-2.7	6
Cc1cc(NC(=O)CC2(CC(=O)O)CCCC2)n(C)n1	-0.7	-6	-2.1	8	5	1	3	?	-2.3	-11
CCc1ccc(CN2C(=O)CCC2(C)C(=O)NC2CCCC2)cc1 (stereo not given)	0.6	13	-2.2	10	8	0	13	4	-0.5	-2
CC(C)=CCN1CCN(Cc2ccc(Sc3nncn3C)o2)CC1CCO (stereo not given)	.	3	-0.9	11	31	-1	2	-5	-0.6	12
CCCCOC(=O)c1ccc(Nc2ncnc3nc[nH]c23)cc1	3.7	21	1.4	-10	16	9	-9	0	0.2	-1
O=C1CCCN2N=C(SCC(=O)Nc3cccc(C(F)(F)F)c3)SC2=N1	0.1	-5	1.8	6	-3	2	-22	3	-2.7	6
Cc1ccccc1CN(C)C(=O)c1ccc2ccccc2n1	0.0	-2	-0.1	4	2	1	7	-8	-2.9	0
Cc1c(Cl)c([N+](=O)[O-])nn1CCCC(=O)N1CCN(c2ccccc2)CC1	1.6	-2	-1.6	-2	20	-1	5	0	-3.5	1
N#CC1(Cc2ccccc2Cl)c2ccccc2C=CN1C(=O)c1ccccc1 (stereo not given)	-1.3	1	-2.3	-3	-4	-1	-5	-4	-4.3	12
O=C(CN1CCN(S(=O)(=O)N2CCCCC2)CC1)Nc1ccc(Cl)c(Cl)c1	0.2	2	1.9	-1	29	6	-2	-6	-1.0	-15
NC(=O)CSc1nnc([C@@H](N)Cc2c[nH]c3ccccc23)o1	-0.9	-12	-0.5	4	17	0	-2	-1	-6.6	1
COc1ccc(NC(=S)Nc2ccccc2SC)c(OC)c1	.	-6	-2.3	6	35	-3	1	-3	-1.8	-2
CCOC(=O)N1CCc2c(sc3ncn(Cc4ccc(F)cc4)c(=O)c23)C1	.	-7	0.8	5	18	0	7	2	-0.9	6
CCc1nc2ccc(C(=O)NCCCN3CCN(c4ccc(F)cc4)CC3)cc2nc1CC	0.0	1	0.5	-15	-2	4	-9	-27	-0.5	-5
Cc1ccc(S(=O)(=O)Nc2ccc3cn[nH]c3c2)c(C)c1	1.1	-4	-1.8	4	.	0	5	.	-3.1	11
O=C(NCc1ccc(Cl)cc1)c1ccc2c(=O)n(CC3CCCO3)c(=S)[nH]c2c1 (stereo not given)	-2.5	-7	1.4	13	20	-1	-11	7	-0.6	6

Of the compounds above, these contain a thiophene ring, fused or not:
SMILES	BioA inh	GDH-TPI inh	UGM FP inh	MazEF act	DUSP3 inh	FBA Mtb inh	Rv3671c inh	BoNT-F LC inh	FadD28 FP inh	CCHF vOTU inh
O=c1oc(-c2ccccc2Cl)nc2ccsc12	2.3	3	0.1	8	115	5	9	-27	-3.2	9
CCc1nc2c(sc3nc4c(cc32)COC(C)(C)C4)c(=O)n1Cc1ccco1	2.0	13	-1.2	17	-2	5	-5	?	-3.9	11
COc1ccc(OCC(=O)N/N=C(\CCC(=O)O)c2cccs2)cc1	0.2	8	-2.7	-3	1	5	-2	1	-0.3	-11
CCOC(=O)c1c(C)[nH]c(C)c1C(=O)COC(=O)c1ccc([N+](=O)[O-])s1	1.9	4	1.1	5	.	-3	-2	-3	-2.3	19
O=C(N/N=C\c1ccc(Cl)s1)c1cccs1	-0.5	33*	1.2	3	2	-2	-2	-2	-1.5	19
CCN1CCc2c(sc(NC(=O)c3ccc(S(=O)(=O)N4CC(C)OC(C)C4)cc3)c2C(N)=O)C1 (stereo not given)	-10.0	13	-1.2	-19	-22	3	1	6	-2.7	6
CCOC(=O)N1CCc2c(sc3ncn(Cc4ccc(F)cc4)c(=O)c23)C1	.	-7	0.8	5	18	0	7	2	-0.9	6
